NR2E3 ag-1 = agonists of human nuclear receptor NR2E3; 320,000 compounds, 0.12% hits; Q9Y5X4; GST-NR2E3/biotin-RetCOR TR-FRET, 1536-well; inhibition of corepressor binding, % at 4.78 µM; AID 2300;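 active = percent inhibition above the cutoff of mean plus 3 SD of all tested compounds, set per screening campaign, cut at about 20% in these data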;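 note: 0% = DMSO wells and 100% = biotin wells as full block of FRET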
Target sequence (Q9Y5X4 whole entry, looked up): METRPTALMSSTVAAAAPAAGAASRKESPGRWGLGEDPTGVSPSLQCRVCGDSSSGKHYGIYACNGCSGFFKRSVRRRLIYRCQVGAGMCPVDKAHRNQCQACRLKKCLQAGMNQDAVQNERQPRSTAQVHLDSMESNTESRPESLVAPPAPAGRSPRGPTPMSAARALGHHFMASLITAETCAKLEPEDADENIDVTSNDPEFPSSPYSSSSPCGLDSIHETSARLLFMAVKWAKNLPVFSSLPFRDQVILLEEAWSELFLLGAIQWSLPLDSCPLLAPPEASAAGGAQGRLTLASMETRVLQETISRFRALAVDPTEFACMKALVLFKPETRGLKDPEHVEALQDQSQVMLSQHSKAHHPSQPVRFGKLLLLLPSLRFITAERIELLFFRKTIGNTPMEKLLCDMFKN
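Material: NR2E3–RetCOR corepressor complex / Amount: 1.35 nM GST-NR2E3 / Medium: Tris pH 7.5 / Compound: single nominal compound dose of 4.8 µM / Incubation: 5 h at 4 °C / Technique: TR-FRET, Eu(K)-anti-GST donor, streptavidin-D2 acceptor, ex 340, em 617/671 nm / Read-out basis: percent loss of FRET ratio relative to control wells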
PDI turbidity = PDI (human) enzyme inhibition; P07237; PDI insulin aggregation turbidity, A650, 90 min; inhibition, % at 10 µM; 350,000 compounds, 0.052% hits;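 active = mean inhibition across replicates of 30% or more, whatever share of single replicates reach that level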;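 note: absorbance from insulin aggregation driven by PDI reduction with DTT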
Target sequence (P07237 whole entry, looked up): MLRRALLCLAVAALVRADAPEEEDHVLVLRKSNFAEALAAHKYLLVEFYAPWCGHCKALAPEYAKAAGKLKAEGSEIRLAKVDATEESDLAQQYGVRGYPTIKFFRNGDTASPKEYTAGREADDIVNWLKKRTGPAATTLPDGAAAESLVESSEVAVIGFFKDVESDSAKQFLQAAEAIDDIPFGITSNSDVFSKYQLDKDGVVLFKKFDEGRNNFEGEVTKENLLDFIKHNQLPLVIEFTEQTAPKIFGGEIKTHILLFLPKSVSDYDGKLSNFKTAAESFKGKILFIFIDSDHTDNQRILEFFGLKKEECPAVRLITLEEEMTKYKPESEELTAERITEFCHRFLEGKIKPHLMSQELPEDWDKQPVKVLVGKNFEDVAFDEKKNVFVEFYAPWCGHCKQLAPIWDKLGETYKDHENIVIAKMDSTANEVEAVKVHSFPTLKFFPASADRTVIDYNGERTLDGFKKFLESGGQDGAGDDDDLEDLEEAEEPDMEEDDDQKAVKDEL
Vif inh = HIV Vif inhibition; inhibition, % at 7.49 µM; AID 602346; 340,000 compounds, 0.35% hits; HEK293T cells, Vif self-association by quenched fluorescence, imaging, 24 h; in the data active = inhibition above about 50%, passing the limit was not always enough; note: some results filed as inactive read as strong as hits
Peg3 prom inh = Peg3 promoter activity inhibition; HeLa PEG-Prom luciferase reporter, luminescence, overnight; inhibition, % at 20 µM; 360,000 compounds, 1.7% hits; AID 588405;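 active = inhibition of at least 50% at 20 µM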
HIF-2a block = blocks HIF-2a reporter activity; 786-0 RCC cells HIF-2a reporter, luciferase luminescence, overnight; inhibition, % at 18.8 µM; 360,000 compounds, 0.72% hits; AID 624352;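 active = inhibition of the luminescence signal of 40% or more relative to plate controls, in a single-dose primary screen at 18.75 µM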
Exocytosis inh = blocks lytic granule exocytosis; TALL-104 LAMP-1 surface exposure, flow cytometry; cells stimulated with thapsigargin and PMA; inhibition, % at 10 µM; 360,000 compounds, 0.66% hits;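 active = inhibition above about 55%, limit read from the data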
hiPSC survival = increases survival of single human iPS cells | hiPSC single-cell survival, ATPlite luminescence; 100% = ROCK inhibitor wells, 0% = DMSO | survival enhancement, % at 20 µM | 360,000 compounds, 0.044% hits | AID 602274; in the data active = survival enhancement above about 18%;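 note: cells exposed to compounds for 16 hours before the ATP read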
CaV13 ICDI inh = Disruptors of the CACNA1D IQ motif to Ca2+-dependent inactivation inhibitor domain association, primary screening, Förster resonance energy transfer in intact living …; 340,000 compounds, 0.098% hits; AID 743397; HEK cells, CFP/YFP FRET ICDI-IQ, plate reader, 10 min; percent FRET-ratio fall versus neutral wells; inhibition, % at 12.3 µM;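 active = mean replicate inhibition of at least 30% and at least 1% of replicates passing that level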;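 note: 0% = median of the neutral control wells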
NR2E3 ag-2 = activates human NR2E3 receptor; Q9Y5X4; CHO-S Gal4-NCOR/VP16-NR2E3 two-hybrid, luciferase; inhibition of corepressor binding, % at 3.98 µM; 360,000 compounds, 0.35% hits; AID 602229;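 active = inhibition above the mean of all tested compounds plus 3 SD, cut at about 70% in these data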;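 note: 0% = DMSO with NR2E3 transfected cells and 100% = cells lacking NR2E3 construct; higher means lower luciferase signal from less NR2E3 corepressor binding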
aDG glyco up = alpha-DG glycosylation activation; Pro5-aDG cells, alpha-DG glycosylation AlphaScreen (IIH6); 0% Pro5, 100% B10-LARGE cell signal; activation, % at 10 µM; 360,000 compounds, 0.22% hits;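 active = activation of at least 8% versus controls, or a plate z-score of at least 8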;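 note: Pro5 are CHO cells carrying HIG-tagged alpha-DG that lacks glycosylation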
MITF TRPM1 inh = inhibitors of MITF-driven TRPM1 promoter in melanoma cells. SK-MEL-5 TRPM1 promoter luciferase, 24 h. inhibition, % at 12.5 µM. 330,000 compounds, 0.83% hits;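 active = mean inhibition across replicates of 60% or more, whatever share of single replicates reaches that level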; note: values of inactives mirror those of a sister screen read the other way
* marks the source's active call; other numbers are inactive results.

`CC1(C)CC(=O)C=C(C(=O)NC2CCCc3c2cnn3-c2cc(F)cc(F)c2)O1` (stereo not given) gave NR2E3 ag-1 -2, PDI turbidity 14, Vif inh -4, Peg3 prom inh -13, HIF-2a block -48, Exocytosis inh -2, hiPSC survival -0.2, CaV13 ICDI inh -10, NR2E3 ag-2 -10, aDG glyco up -0.1 and MITF TRPM1 inh -5.
`Nn1c(SCC(=O)N2CCN(S(=O)(=O)c3ccc(Cl)cc3)CC2)nnc1-c1cccs1` gave NR2E3 ag-1 3, PDI turbidity -4, Peg3 prom inh 11, HIF-2a block 10, Exocytosis inh 2, hiPSC survival 9.3, CaV13 ICDI inh -6, NR2E3 ag-2 13, aDG glyco up 0.2 and MITF TRPM1 inh 19.
Screening CC(C)(C)SCCNC(=O)CSc1ccccc1 returned NR2E3 ag-1 0, PDI turbidity 8, Vif inh 0, Peg3 prom inh -128, HIF-2a block -142, Exocytosis inh 3, hiPSC survival -0.7, CaV13 ICDI inh -6, NR2E3 ag-2 -66, aDG glyco up -0.2 and MITF TRPM1 inh -37.
CCCCCCSc1ccc([C@H]2N[C@@](Cc3ccccc3)(C(=O)OC)[C@H]3C(=O)N(C)C(=O)[C@@H]23)cc1 was read as NR2E3 ag-1 -1, PDI turbidity -5, Vif inh -1, Peg3 prom inh 12, HIF-2a block 8, Exocytosis inh 7, hiPSC survival -3.0, CaV13 ICDI inh -5, NR2E3 ag-2 -15, aDG glyco up 1.2 and MITF TRPM1 inh 2.
Screening Cc1ccccc1-c1nc2ccccc2c(=O)o1 returned PDI turbidity -9, Vif inh -2, Peg3 prom inh 7, HIF-2a block 8, Exocytosis inh 1, hiPSC survival -3.4, CaV13 ICDI inh -4, NR2E3 ag-2 9 and aDG glyco up -0.1.
Screening Cc1cc2nc(C(C)(C)C)c(Cc3ccccc3C(F)(F)F)n2c(C)c1Br returned HIF-2a block 21, Exocytosis inh -4, hiPSC survival -0.8, CaV13 ICDI inh -6, NR2E3 ag-2 11 and aDG glyco up -0.3.
CCOC(=O)C1=CN(C)C=C(C(=O)OCC)C1c1ccsc1 was read as NR2E3 ag-1 -3, PDI turbidity 11, Vif inh 8, Peg3 prom inh 14, HIF-2a block 19, Exocytosis inh 0, hiPSC survival 0.7, CaV13 ICDI inh -1, NR2E3 ag-2 0, aDG glyco up 0.0 and MITF TRPM1 inh 2.
CSc1ccc(Cl)c(C(=O)OCC(=O)N2CCN(C(=O)c3ccco3)CC2)c1 was read as NR2E3 ag-1 6, PDI turbidity -8, Vif inh -4, Peg3 prom inh 7, HIF-2a block 4, Exocytosis inh 2, hiPSC survival 0.0, CaV13 ICDI inh -7, NR2E3 ag-2 -7, aDG glyco up -0.2 and MITF TRPM1 inh 7.
Screening COc1ccc(S(=O)(=O)Cc2ccc(C(=O)N3CCN(c4ccccc4)CC3)o2)cc1 returned NR2E3 ag-1 1, PDI turbidity -2, Vif inh 4, Peg3 prom inh 3, HIF-2a block 2, Exocytosis inh 8, hiPSC survival 8.7, CaV13 ICDI inh 4, NR2E3 ag-2 -28, aDG glyco up -0.1 and MITF TRPM1 inh -2.
Screening CCOC(=O)c1cccc(NC(=O)C2CCCN(S(=O)(=O)c3c(C)nn(C)c3C)C2)c1 (stereo not given) returned NR2E3 ag-1 2, Vif inh -24, Peg3 prom inh 20, HIF-2a block 10, Exocytosis inh 1, hiPSC survival -1.1, CaV13 ICDI inh -2, NR2E3 ag-2 -22, aDG glyco up 0.2 and MITF TRPM1 inh 13.
Screening COc1ccc(C/C(N)=N/OC(=O)Cc2ccc(OC)c(OC)c2)cc1 returned NR2E3 ag-1 1, PDI turbidity -2, Vif inh -2, Peg3 prom inh 19, HIF-2a block -8, Exocytosis inh 0, hiPSC survival 0.5, CaV13 ICDI inh -9, NR2E3 ag-2 -1, aDG glyco up 0.5 and MITF TRPM1 inh 10.
`COCc1ccc(C(=O)NC2CCCc3c2cnn3-c2ccc(C)c(C)c2)o1` (stereo not given) gave NR2E3 ag-1 2, PDI turbidity 0, Vif inh -16, Peg3 prom inh 34, HIF-2a block -6, Exocytosis inh -3, hiPSC survival 0.0, CaV13 ICDI inh -5, NR2E3 ag-2 29, aDG glyco up 0.5 and MITF TRPM1 inh 25.
O=C(CSC(=S)N1CCCC1)N(Cc1nnc(-c2ccccc2Cl)o1)C1CC1 was read as NR2E3 ag-1 2, PDI turbidity -4, Vif inh 8, Peg3 prom inh 0, HIF-2a block 7, Exocytosis inh 2, hiPSC survival -2.8, CaV13 ICDI inh -6, NR2E3 ag-2 -5, aDG glyco up 0.2 and MITF TRPM1 inh 2.
For O=C(CN1CCN(Cc2ccccc2Cl)CC1)N/N=C/c1ccccn1 the results were NR2E3 ag-1 -4, PDI turbidity -3, Vif inh -6, Peg3 prom inh 20, HIF-2a block 22, Exocytosis inh -5, hiPSC survival 1.6, CaV13 ICDI inh -2, NR2E3 ag-2 -28, aDG glyco up 0.0 and MITF TRPM1 inh -7.
`CN(Cc1ccccc1)C(=O)[C@@H]1CCCN1C(=O)[C@@H]1CCCN1C(=O)c1ccccc1` gave HIF-2a block 3, Exocytosis inh -2, hiPSC survival 2.1, CaV13 ICDI inh -6, NR2E3 ag-2 15 and aDG glyco up -0.3.
`CCOc1ccc(NC(=O)c2ccco2)cc1` gave NR2E3 ag-1 2, PDI turbidity -3, Vif inh 19, Peg3 prom inh -136, HIF-2a block -134, Exocytosis inh 3, hiPSC survival -2.5, CaV13 ICDI inh -7, NR2E3 ag-2 -118, aDG glyco up 0.0 and MITF TRPM1 inh -42.
For O=C1C2C3CCC(CC3)C2C(=O)N1c1ccccc1 (stereo not given) the results were NR2E3 ag-1 2, PDI turbidity 1, Vif inh -5, Peg3 prom inh 3, HIF-2a block 15, Exocytosis inh 5, hiPSC survival -0.4, CaV13 ICDI inh -2, NR2E3 ag-2 8, aDG glyco up 0.0 and MITF TRPM1 inh -50.
Screening C[C@@H](C(=O)NCCCCCC(=O)O)n1nnc2ccccc2c1=O returned NR2E3 ag-1 -20, PDI turbidity 1, Vif inh -1, Peg3 prom inh 14, HIF-2a block 6, Exocytosis inh -1, hiPSC survival 2.4, CaV13 ICDI inh -2, NR2E3 ag-2 -9, aDG glyco up 0.0 and MITF TRPM1 inh 1.
`COC(=O)c1ccccc1NC(=O)CSc1nc(-c2ccco2)cc(C(F)(F)F)n1` gave NR2E3 ag-1 3, PDI turbidity -1, Vif inh -3, Peg3 prom inh 25, HIF-2a block -2, Exocytosis inh 10, hiPSC survival -2.4, CaV13 ICDI inh -9, NR2E3 ag-2 -27, aDG glyco up 0.3 and MITF TRPM1 inh 4.
`CC(C)NC(=O)NC(=O)COC(=O)c1c2c(nc3ccccc13)CCC2` gave NR2E3 ag-1 4, PDI turbidity -9, Vif inh -5, Peg3 prom inh 92*, HIF-2a block 16, Exocytosis inh -11, hiPSC survival -0.3, CaV13 ICDI inh -4, NR2E3 ag-2 15, aDG glyco up -0.1 and MITF TRPM1 inh 23.
For CC(=O)NC1=NC(=O)/C(=C/c2cc(C)n(-c3cccc(C(=O)O)c3)c2C)S1 the results were PDI turbidity 12, Vif inh -1, Peg3 prom inh -7, HIF-2a block 2, Exocytosis inh -6, hiPSC survival 0.1, CaV13 ICDI inh -31, NR2E3 ag-2 -13, aDG glyco up -0.2 and MITF TRPM1 inh 2.
`CN1CCN(c2nc(-c3cccs3)cc(C(F)(F)F)n2)CC1` gave NR2E3 ag-1 0, PDI turbidity -5, Vif inh -3, Peg3 prom inh 6, HIF-2a block -5, Exocytosis inh -3, hiPSC survival -1.5, CaV13 ICDI inh -7, NR2E3 ag-2 -7, aDG glyco up 0.2 and MITF TRPM1 inh -5.
For COc1ccc(/C=C(/NC(=O)c2ccco2)C(=O)NCc2ccco2)cc1OC the results were NR2E3 ag-1 10, PDI turbidity -3, Vif inh 0, Peg3 prom inh -3, HIF-2a block 11, Exocytosis inh 18, hiPSC survival -0.4, CaV13 ICDI inh -6, NR2E3 ag-2 15, aDG glyco up -0.3 and MITF TRPM1 inh 4.
Screening COc1cccc(C2Nc3c(F)cc(Br)cc3C3C=CCC32)c1OC (stereo not given) returned NR2E3 ag-1 0, PDI turbidity -5, Vif inh -18, Peg3 prom inh 26, HIF-2a block 35, Exocytosis inh 1, hiPSC survival -1.7, CaV13 ICDI inh -8, NR2E3 ag-2 -14, aDG glyco up -0.2 and MITF TRPM1 inh 8.
`C[C@@H]1CN(Cc2nc(-c3cnccn3)no2)C[C@H](C)O1` gave NR2E3 ag-1 -4, PDI turbidity -2, Vif inh 11, Peg3 prom inh 1, HIF-2a block 19, Exocytosis inh 1, hiPSC survival 1.8, CaV13 ICDI inh -3, NR2E3 ag-2 -23, aDG glyco up 0.0 and MITF TRPM1 inh 7.
For Cc1csc(=O)n1CC(=O)OCC(=O)NCc1ccc(Cl)cc1Cl the results were NR2E3 ag-1 1, PDI turbidity -13, Vif inh -12, Peg3 prom inh 24, HIF-2a block -4, Exocytosis inh 2, hiPSC survival -0.3, CaV13 ICDI inh -6, NR2E3 ag-2 -17, aDG glyco up -0.2 and MITF TRPM1 inh -3.
`O=C(NCc1ccc2c(c1)OCO2)C1CC(=O)N(CCc2ccc(F)cc2)C1` (stereo not given) gave NR2E3 ag-1 1, PDI turbidity 0, Vif inh 10, Peg3 prom inh -9, HIF-2a block 10, Exocytosis inh 21, hiPSC survival -0.5, CaV13 ICDI inh -4, NR2E3 ag-2 12, aDG glyco up 0.0 and MITF TRPM1 inh 3.
Screening Cc1nc2scc(-c3cccs3)c2c(=O)n1N returned NR2E3 ag-1 0, PDI turbidity -4, Peg3 prom inh 3, HIF-2a block 7, Exocytosis inh 7, hiPSC survival -0.8, CaV13 ICDI inh -4, NR2E3 ag-2 -9, aDG glyco up 0.2 and MITF TRPM1 inh 17.
CNC(=O)C(Sc1ccccc1)c1ccccc1 (stereo not given) was read as NR2E3 ag-1 1, PDI turbidity 0, Vif inh 7, Peg3 prom inh -2, HIF-2a block 17, Exocytosis inh 0, hiPSC survival -2.2, CaV13 ICDI inh -5, NR2E3 ag-2 -7, aDG glyco up -0.2 and MITF TRPM1 inh 0.
`CCCn1nnc2c(=O)oc3ccccc3c21` gave NR2E3 ag-1 3, PDI turbidity 13, Vif inh 8, Peg3 prom inh 11, HIF-2a block 20, Exocytosis inh 0, hiPSC survival 2.2, CaV13 ICDI inh -4, NR2E3 ag-2 -45, aDG glyco up 0.1 and MITF TRPM1 inh 4.
Screening O=S1(=O)[C@H]2C[C@H](CO)O[C@@]2(CO)CN1Cc1ccc(-c2cccc(Cl)c2)cc1 returned PDI turbidity -2, Vif inh -4, Peg3 prom inh -21, HIF-2a block -58, Exocytosis inh -1, hiPSC survival 3.1, CaV13 ICDI inh -5, NR2E3 ag-2 -8, aDG glyco up -0.4 and MITF TRPM1 inh -8.

Assay outcomes as filed in PubChem.
